CTSL1 counter: Fasciola hepatica cathepsin L1 inhibitors, primary screen, counter-screen for PFM18AAP inhibitor project, biochemical, QFRET, fluorogenic peptide substrate; recombinant F. hepatica cathepsin L1, Z-Leu-Arg-MCA fluorescence; inhibition, % at 5.96 µM; actives 0.49% (n = 300,000);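 active = inhibition above the mean of all tested compounds plus 3 SD, set per screening campaign, cut at about 17% in these data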;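 also: 0% = plate median of test compound wells and 100% = 1 µM Z-Phe-Ala-diazomethylketone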
GASC-1 inh: inhibitors of GASC-1 histone demethylase, primary screen, biochemical, fluorescence, DELFIA europium | Lysine-specific demethylase 4C (Homo sapiens), Q9H3R0 | GST-JMJD2C(1-420) H3K9me3 demethylation | AID 2099, 2009 | inhibition, % at 2.35 µM | actives 0.069% (n = 330,000);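 active = more than half of a compound's replicate wells show inhibition beyond 50%, single wells judged on their own value; inconclusive = some, but no more than half, of replicates pass 50% inhibition; inactive = no replicate passes 50% inhibition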;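 also: signal counts dimethyl H3K9 product captured on neutravidin plate; 0% = median of DMSO wells and 100% = 0.3 times that DMSO median; strong numbers were not always called active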
proCasp3 act: activators of human procaspase-3 D3A mutant, primary screen, biochemical, absorbance, PC-3 D3A mutant, single concentration; AID 463141, 2010; activation, % at 8.5 µM; recombinant procaspase-3 D3A, Ac-DEVD-pNA absorbance 405 nm; actives 0.11% (n = 330,000); Caspase-3 (Homo sapiens), P42574;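 active = activation above the mean of all tested compounds plus 3 SD, cut at about 21% in these data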;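 also: 0% = DMSO alone and 100% = DMSO wells spiked with extra 5 µM PC-3 D3A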
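Technique: 405 nm absorbance of p-nitroaniline, reads at 0 and 120 min; Test system: Procaspase-3 D3A mutant; Incubation: 1 h enzyme-compound preincubation, then 2 h substrate reaction, 25 °C; Repeats: singlicate, each compound tested once; Benchmarks: low control DMSO wells, high control DMSO plus 5 µM PC-3 D3A.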
PP1 counter: PP1-alpha phosphatase inhibitors, primary screen, counter-screen for PP5 inhibitor project, biochemical, fluorescence, OMFP substrate, single point; purified PP1alpha; inhibition, % at 6.7 µM; actives 0.9% (n = 320,000); AID 2235, 2010;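 active = inhibition above the mean inhibition of all tested compounds plus 3 SD, computed separately for each screening campaign, cut at about 15% in these data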
Target sequence (P62136 whole entry, looked up): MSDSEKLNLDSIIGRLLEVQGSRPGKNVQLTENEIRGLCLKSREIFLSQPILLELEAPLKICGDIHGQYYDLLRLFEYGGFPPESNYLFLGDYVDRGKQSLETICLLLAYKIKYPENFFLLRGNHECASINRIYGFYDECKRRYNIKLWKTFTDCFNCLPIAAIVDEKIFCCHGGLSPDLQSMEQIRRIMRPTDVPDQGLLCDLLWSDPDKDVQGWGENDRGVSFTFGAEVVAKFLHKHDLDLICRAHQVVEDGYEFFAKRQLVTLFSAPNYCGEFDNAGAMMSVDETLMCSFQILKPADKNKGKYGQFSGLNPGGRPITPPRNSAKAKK
core dimer inh: inhibitors of HCV core protein dimerization, primary screen, biochemical, TR-FRET, high-throughput; actives 0.33% (n = 300,000); inhibition, % at 5 µM; TR-FRET GST/Flag-core106 dimerization, 1536-well; AID 1899, 2009;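 active = inhibition above the mean of all tested compounds plus 3 SD, set per screening campaign, cut at about 45% in these data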
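Assay system: GST-tagged and Flag-tagged HCV core protein residues 1-106 / Times: compound-protein-antibody incubation 4 h at 22.5 °C / Signal: time-resolved FRET, ex 340 nm, em 617 and 671 nm / Evaluation: % inhibition based on acceptor/donor emission ratio / Benchmarks: wells lacking GST-core106 and wells with excess unlabelled core106 / Repeats: singlicate, one well per compound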
PP5 primary: PP5 phosphatase inhibitors, primary screen, biochemical, fluorescence; purified PP5c, OMFP substrate fluorescence; actives 0.18% (n = 320,000); inhibition, % at 6.7 µM;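 active = inhibition above the campaign's mean inhibition across all tested compounds plus 3 SD, cut at about 9.5% in these data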;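 also: 0% = DMSO only and 100% = 100 µM cantharidin control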
GRK2 inh: compounds blocking aptamer binding on GRK2 – biochemical, human GRK2, bead flow cytometry, HTS, primary screen. Beta-adrenergic receptor kinase 1 (Homo sapiens), P25098. FAM-aptamer displacement from GRK2. inhibition of aptamer binding, % at 10 µM. actives 0.59% (n = 330,000). AID 488847, 2010;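 active = inhibition of aptamer binding above 40%, roughly 3 SD of noise, on plates passing a quality check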;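 also: median bead fluorescence of bound FAM aptamer so fluorescent compounds give negative values; no value below 0 was filed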
Target sequence (P25098 whole entry, looked up): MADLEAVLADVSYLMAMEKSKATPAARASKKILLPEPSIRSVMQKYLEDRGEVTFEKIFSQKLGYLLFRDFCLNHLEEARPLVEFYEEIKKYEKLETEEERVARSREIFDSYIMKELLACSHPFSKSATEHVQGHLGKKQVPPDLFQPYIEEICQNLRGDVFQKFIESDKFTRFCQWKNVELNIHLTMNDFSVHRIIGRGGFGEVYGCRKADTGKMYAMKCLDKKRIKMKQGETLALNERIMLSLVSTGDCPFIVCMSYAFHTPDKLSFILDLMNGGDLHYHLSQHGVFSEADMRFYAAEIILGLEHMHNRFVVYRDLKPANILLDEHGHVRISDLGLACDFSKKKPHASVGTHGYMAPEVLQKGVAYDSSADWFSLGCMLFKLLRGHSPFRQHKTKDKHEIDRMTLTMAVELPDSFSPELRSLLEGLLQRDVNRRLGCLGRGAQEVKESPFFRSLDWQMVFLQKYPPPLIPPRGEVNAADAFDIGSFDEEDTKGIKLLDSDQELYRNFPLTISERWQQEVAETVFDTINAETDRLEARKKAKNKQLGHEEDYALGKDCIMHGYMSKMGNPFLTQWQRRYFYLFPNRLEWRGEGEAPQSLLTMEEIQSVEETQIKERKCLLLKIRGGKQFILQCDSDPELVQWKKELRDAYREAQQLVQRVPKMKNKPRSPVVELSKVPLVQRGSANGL
proCasp7 act: procaspase-7 activators, primary screen, counter-screen for procaspase-3 activator project, biochemical, absorbance, HTS, human | actives 0.093% (n = 330,000) | recombinant procaspase-7, Ac-DEVD-pNA absorbance 405 nm; D23A/D198A/D206A triple mutant, cannot self-cleave; scale: DMSO 0, 5 µM enzyme 100 | Caspase-7 (Homo sapiens), P55210 | activation, % at 8.5 µM;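 active = percent activation above the screen-wide mean plus 3 SD, cut at about 25% in these data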
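buffer or medium = Zinc-free HEPES/NaCl buffer, pH 7.4 | material = Procaspase-7 triple mutant (PC-7 D3A) | input = 2 µM procaspase-7 mutant as dispensed | signal = Epi-absorbance of released pNA at 405 nm, two timepoints | timing = 1 h preincubation, 2 h reaction | replicates = singlicate compound testing | evaluation = % activation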
VLA-4 inh: inhibition in human VLA-4 binding assay, primary screen, VLA-4 allosteric modulator project, MLPCN library, flow cytometry, VLA-4 expressing cells; Integrin alpha-4 (Homo sapiens), P13612; ligand binding flow cytometry; inhibition, % (about 7 µM as worked out from the volumes in the protocol); actives 0.2% (n = 330,000); in the data active = inhibition above about 50%
An asterisk follows results filed as active; ? = inconclusive; / = not tested or not shown.

SMILES	CTSL1 counter	GASC-1 inh	proCasp3 act	PP1 counter	core dimer inh	PP5 primary	GRK2 inh	proCasp7 act	VLA-4 inh
CCOC(=O)c1cnc2c(C(=O)OC)cccc2c1NCc1ccco1	4	6	-14	-2	-4	-1.7	4	-8	-2
O=C(Sc1nnc(-c2ccccc2)o1)N1c2ccccc2Sc2ccccc21	1	1	-6	1	-23	1.2	5	-4	13
COC(=O)c1c(NC(=O)CSc2ncnc3ccccc23)sc(C)c1C	1	-1	6	6	3	0.6	0	3	5
O=S(=O)(NCc1ccc2c(c1)OCO2)c1ccc2oc3ccccc3c2c1	-5	3	1	3	3	4.0	1	-4	9
N/C(=N\NC(=O)c1cccc(F)c1)c1cc2ccccc2oc1=O	4	-10	-1	1	-4	-0.1	0	6	-12
CCCCCCCOc1ccc(C2(C)NC(=O)NC2=O)cc1 (stereo not given)	1	-6	7	3	3	1.7	3	-5	1
C#CCOCCOCCOCCNc1nc(N2CCOCC2)nc(N2CCN(C(=O)[C@H]([C@@H](C)CC)n3cc([C@@H](N)CC(C)C)nn3)CC2)n1	4	-1	1	-1	7	-1.9	0	-9	1
CN1CCC(N(C)CC(=O)Nc2ccc3c(c2)OC(F)(F)O3)CC1	-3	1	-8	3	-7	1.3	0	7	-3
Cc1cccc(OCc2nnc(SC(C)C(=O)Nc3ccc(N4CCOCC4)cc3)o2)c1 (stereo not given)	/	-6	1	/	/	/	39	8	5
CC(=O)c1cccc(NC(=O)C(C)OC(=O)CNC(=O)c2ccc(C)s2)c1 (stereo not given)	-20	-2	7	1	-2	-0.1	0	6	9
O=C(CN1C(=O)COc2ccccc21)NCC1CCCO1 (stereo not given)	-2	-6	0	3	-5	-0.9	4	-9	0
COc1cccc(/C=N/NC(=O)c2ccc(=O)n(C)c2)c1OC	-1	8	11	7	3	2.3	1	11	5
Cn1c(=O)c2c(ncn2CC(=O)OCC(=O)Nc2sccc2C(N)=O)n(C)c1=O	-1	1	-1	-8	11	-0.9	2	7	8
Cc1c(Cc2ccccc2)c(=O)oc2cc(O)cc(O)c12	4	3	21	2	5	3.6	0	26*	3
CC1C(=O)N2CCCc3cc(S(=O)(=O)Nc4ccccc4C(N)=O)cc1c32 (stereo not given)	5	?	-9	-10	0	-0.9	3	16	9
Cc1cc(C)n(CCCNC(=O)C2CCC(=O)N(CCc3ccc(Cl)cc3)C2)n1 (stereo not given)	-5	10	-3	-4	-8	2.9	5	0	13
Cc1cc(O)c(CN(C)C)c2c1C(=O)/C(=C/c1ccco1)O2	3	0	-3	-3	1	1.9	5	-15	3
O=C(CSc1nnc(CN2CCCC2)n1-c1ccccc1)c1ccc2c(c1)OCO2	/	/	-2	/	/	/	0	6	6
CCOC(=O)N1CCN(Cc2nc3cc(NC(=O)CC(C)C)ccc3n2C)CC1	-2	47	-2	-1	-15	5.9	4	2	-8
COc1ccc(Cl)cc1-c1n[nH]c(=S)n1Cc1ccccc1	-3	7	-20	-6	6	0.7	2	-25	-1
CCc1ccc(NS(=O)(=O)c2ccc3[nH]cc(C(=O)N(C)Cc4ccco4)c(=O)c3c2)cc1	0	-6	-10	5	4	5.9	13	-11	14
Fc1ccc(-c2n[nH]c(=S)n2-c2ccc3c(c2)OCCO3)cc1	-3	-6	-3	2	5	-1.9	3	-5	1
CCCCN1C(=O)C(C)=C(C)C1OCCc1ccc(OC)c(OC)c1 (stereo not given)	-6	19	-3	-3	8	-2.1	0	14	11
COC(=O)c1ccccc1S(=O)(=O)N1CCC(C(=O)OCc2cccc(OC)c2OC)CC1	-4	?	-5	-5	-1	3.3	3	2	-3
CCOc1ccc(CCNC(=O)C2CCCN(c3nn4c(=O)cc(C)nc4s3)C2)cc1 (stereo not given)	6	7	11	-1	-2	-6.6	2	-12	-11
CN1CCN(C(=O)CCN2C(=O)/C(=C/c3cccc(Br)c3)SC2=S)CC1	9	-3	-8	3	-6	-6.1	0	-30	4
O=C(NC(=S)Nc1cccc(Cl)c1N1CCOCC1)c1cccs1	1	17	3	-5	2	1.9	0	4	12
O=C(CSc1nc(=O)n(CCN2CCOCC2)c2c1CCCC2)Nc1ccc([N+](=O)[O-])cc1	1	-7	4	-3	4	1.3	0	-4	2
Cc1ccc(OCc2cccc(S(=O)(=O)N(C)C)c2)c([N+](=O)[O-])n1	-1	1	6	1	8	0.5	0	-2	-2
COC(=O)C(C)Oc1ccc(Cc2ncc(C(F)(F)F)cc2Cl)cc1 (stereo not given)	-1	12	4	0	-2	4.0	0	7	6
O=C1CCC/C=C\C[C@@H](CC(=O)N(CCO)Cc2ccccc2)C(=O)N[C@H](Cc2c[nH]c3ccccc23)CO1	/	/	10	/	/	/	0	5	19
Cc1c(C)n(C)c2ccc(C(=O)NCCCN3CCCC3)cc12	-1	-5	-2	-2	3	2.2	0	-4	7
COc1ccc(-c2nnc(SCC(=O)c3ccc[nH]3)o2)cc1	0	157	7	-2	4	-0.9	2	8	3
COCCNC(=O)Cn1c(=O)n(Cc2ccco2)c(=O)c2ccccc21	-2	22	-3	-7	-11	-5.7	3	3	1
CCN(CC)CCCN(C)C(=O)Cn1nc(Cc2ccncc2)c2ccccc2c1=O	-4	9	-6	4	0	8.9	7	0	13
CCOC(=O)C1=C(N)Oc2cc(O)ccc2C1c1ccc(F)cc1F (stereo not given)	-1	8	-5	0	6	1.8	0	-5	11
O=S(=O)(/C=C/c1ccccc1)N1CCN(c2cccc(Cl)c2)CC1	0	7	2	0	6	2.7	0	4	1
Cc1ccc(CNC(=O)c2sccc2-n2cccc2)cc1	-1	2	3	1	10	3.3	0	3	9
C=CCOc1cccc(C(=O)/C=C2/C(=O)Nc3ccccc32)c1	-3	17	-1	4	13	2.4	10	-4	4
Cc1nnc(SCC(=O)Nc2ccccc2F)n1-c1ccc(F)cc1	0	-10	2	1	-8	0.3	1	6	9
CCc1nnc(NC(=O)CCC(=O)NCc2ccc(OC)cc2)s1	-2	-3	-3	-3	1	-0.1	0	3	-1
CCC(C(=O)O)n1nnc(-c2ccc(OCc3ccccc3)c(OC)c2)n1 (stereo not given)	1	-3	5	-1	6	0.9	0	-6	7
O=C(c1cc(-c2ccc(O)cc2)on1)N1CCCC1	0	-3	-2	-1	-5	-1.0	0	2	5
O=C(c1[nH]ncc1-c1ccc(Cl)cc1)C1CO1 (stereo not given)	3	8	-10	0	-8	0.9	0	2	0
Cc1cc(N2C(=O)C(O)=C(C(=O)c3ccco3)C2c2cccnc2)no1 (stereo not given)	1	3	-6	2	-4	1.1	0	2	-13
CC(=O)N/C(=C\c1ccccc1)C(=O)N1CCOCC1	-6	-12	-1	1	-7	-4.0	0	-9	9
CCCC1C(=O)N(c2ccccc2)C1c1ccccc1 (stereo not given)	4	10	1	-1	5	1.9	1	1	8
CCc1nnc(NC(=O)c2ccc3c(=O)n4c(nc3c2)CCCCC4)s1	4	-6	5	-3	3	-2.4	0	1	-1
CC(C)=CCN1CCN(Cc2cnc(N3CCCC3)s2)CC1CCO (stereo not given)	2	-10	-14	2	-5	3.2	1	2	2
O=C(CSc1nnnn1-c1cccc2ccccc12)N1CCOCC1	-4	1	0	-2	2	0.7	2	3	4
CC1CC(=O)NN1C(=O)c1ccccc1 (stereo not given)	-4	0	-11	0	-4	1.1	6	10	12

Arranged by count of non-hydrogen atoms (falling): 10 of the compounds above.
SMILES	CTSL1 counter	GASC-1 inh	proCasp3 act	PP1 counter	core dimer inh	PP5 primary	GRK2 inh	proCasp7 act	VLA-4 inh
CCC(C(=O)O)n1nnc(-c2ccc(OCc3ccccc3)c(OC)c2)n1 (stereo not given)	1	-3	5	-1	6	0.9	0	-6	7
CCc1nnc(NC(=O)c2ccc3c(=O)n4c(nc3c2)CCCCC4)s1	4	-6	5	-3	3	-2.4	0	1	-1
Cc1nnc(SCC(=O)Nc2ccccc2F)n1-c1ccc(F)cc1	0	-10	2	1	-8	0.3	1	6	9
O=S(=O)(/C=C/c1ccccc1)N1CCN(c2cccc(Cl)c2)CC1	0	7	2	0	6	2.7	0	4	1
C=CCOc1cccc(C(=O)/C=C2/C(=O)Nc3ccccc32)c1	-3	17	-1	4	13	2.4	10	-4	4
Cc1ccc(CNC(=O)c2sccc2-n2cccc2)cc1	-1	2	3	1	10	3.3	0	3	9
CC(=O)N/C(=C\c1ccccc1)C(=O)N1CCOCC1	-6	-12	-1	1	-7	-4.0	0	-9	9
O=C(c1cc(-c2ccc(O)cc2)on1)N1CCCC1	0	-3	-2	-1	-5	-1.0	0	2	5
O=C(c1[nH]ncc1-c1ccc(Cl)cc1)C1CO1 (stereo not given)	3	8	-10	0	-8	0.9	0	2	0
CC1CC(=O)NN1C(=O)c1ccccc1 (stereo not given)	-4	0	-11	0	-4	1.1	6	10	12

As entered above.
Result of COCCNC(=O)Cn1c(=O)n(Cc2ccco2)c(=O)c2ccccc21 in VLA-4 inh: 1
Result of Cc1c(C)n(C)c2ccc(C(=O)NCCCN3CCCC3)cc12 in GASC-1 inh: -5

Compound activity from PubChem BioAssay.
